High-throughput results: PubChem, several laboratories
HTR5A ag ctr – counter-screen for OPRM1-OPRD1 agonists: human HTR5A agonism. P47898. AID 504692. hit rate 0.61% among 340,000. HTR5A agonist assay, luminescence, cell-based. activation, % at 9.3 µM; in the data active = activation mostly above about 9.5%, no sharp cut-off; inactive = mostly below about 7.6%;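 also: 0% = cells with vehicle only and 100% = reference agonist; strong numbers were not always called active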
Ecoli viability – counter-screen for AddAB inhibitors: E. coli growth inhibition; E. coli V3065 growth, OD600 absorbance, 18 h; inhibition, % at 11.9 µM; hit rate 0.27% among 330,000;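 active = inhibition above the campaign's mean inhibition across all tested compounds plus 3 SD, cut at about 9.9% in these data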;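 also: uninfected addAB+ strain grown without phage in ampicillin broth; 0% = DMSO wells and 100% = ciprofloxacin 0.95 µg/ml wells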
HTR5A inv ctr – counter-screen for OPRM1-OPRD1 inverse agonists: human HTR5A inverse agonism. inhibition, % at 9.3 µM. hit rate 0.083% among 340,000. P47898. HTR5A cell line, luminescence; in the data active = inhibition mostly above about 23%, no sharp cut-off; inactive = mostly below about 18%;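 also: 0% = cells with DMSO and 100% = no-cell wells with DMSO; some compounds called inactive have numbers as strong as hits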
PKA-R1A activ – activates the PKA-R1A holoenzyme complex; P00514+P68181; PKA-R1A dissociation, Cy5-IP20 fluorescence polarization; scaled: DMSO 0%, 113 µM cGMP 100%; activation, % at 11.4 µM; hit rate 0.083% among 340,000;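 active = percent activation above the mean of all tested compounds plus 3 SD, cut at about 19% in these data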;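 also: higher means more PKAc released from R1A so a rise in polarization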
Mot1-301 SUMO – SUMOylation pathway inhibition by Mot1-301 growth rescue; S. cerevisiae Mot1-301 growth rescue, ATP luminescence, 38.5C; percent above DMSO median, 100 means doubled; growth rescue, % at 18.8 µM; hit rate 1% among 320,000;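 active = every valid replicate shows activation above 250% relative to neutral control wells; inactive = the rest, any valid replicate at or below 250%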;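 also: OY570 slx delta 5 strain wells were the positive control but not used for scaling; some compounds called inactive have numbers as strong as hits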
MOR-DOR ag – agonists of human mu-delta opioid receptor heterodimerization; P35372+P41143; cells, OPRM1-OPRD1 heterodimerization, luminescence; activation, % at 9.3 µM; hit rate 0.3% among 340,000; AID 504326; in the data active = activation above about 18%;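 also: 0% = vehicle-treated cells and 100% = reference agonist; values of inactives mirror those of a sister screen read the other way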
Target sequence (P35372 whole entry, looked up): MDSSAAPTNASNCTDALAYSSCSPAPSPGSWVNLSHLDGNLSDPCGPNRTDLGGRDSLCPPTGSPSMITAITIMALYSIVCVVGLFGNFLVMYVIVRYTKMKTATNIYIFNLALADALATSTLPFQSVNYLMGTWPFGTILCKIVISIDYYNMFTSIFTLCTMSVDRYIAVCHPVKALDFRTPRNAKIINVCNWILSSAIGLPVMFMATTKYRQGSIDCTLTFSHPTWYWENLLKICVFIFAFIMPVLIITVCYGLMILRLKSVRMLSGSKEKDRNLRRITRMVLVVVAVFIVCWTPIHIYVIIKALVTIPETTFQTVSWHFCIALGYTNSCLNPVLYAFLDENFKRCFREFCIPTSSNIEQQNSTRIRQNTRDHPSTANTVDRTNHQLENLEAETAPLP
Target sequence (P41143 whole entry, looked up): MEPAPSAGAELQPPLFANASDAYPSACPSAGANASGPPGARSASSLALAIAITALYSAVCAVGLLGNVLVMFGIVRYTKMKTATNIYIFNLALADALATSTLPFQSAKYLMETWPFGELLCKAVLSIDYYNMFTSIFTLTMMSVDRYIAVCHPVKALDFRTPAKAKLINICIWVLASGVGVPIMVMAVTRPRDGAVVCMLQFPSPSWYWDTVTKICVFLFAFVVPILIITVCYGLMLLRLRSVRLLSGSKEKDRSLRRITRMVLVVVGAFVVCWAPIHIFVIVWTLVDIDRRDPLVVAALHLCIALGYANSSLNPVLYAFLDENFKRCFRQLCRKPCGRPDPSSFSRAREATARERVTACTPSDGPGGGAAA
AddAB inh – less growth of phage-infected E. coli with AddAB; E. coli expressing H. pylori AddAB, absorbance growth; inhibition, % at 11.9 µM; hit rate 0.29% among 330,000; AID 435030; in the data active = inhibition above about 12%;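 also: 0% = vehicle wells of infected cells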
PfHsp90 set2 – inhibits growth of yeast expressing Plasmodium falciparum Hsp90; S. cerevisiae expressing PfHsp90, BacTiter-Glo ATP, 48 h; yeast lacking PDR1 and PDR3 efflux regulators; inhibition, % at 9.4 µM; hit rate 0.32% among 310,000;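 active = every replicate shows inhibition above about 80%, whatever the replicate mean, limit read from the data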;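 also: 0% = DMSO neutral controls and 100% = 20 µM radicicol positive controls; yeast relying on Plasmodium falciparum Hsp90 in place of its own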
DSG3 Ab inh – human desmoglein-3 autoantibody binding inhibition. binding (percent of control), % at 10 µM. AID 588358. DSG3-coupled beads, scFv-anti-DSG3-GFP binding, flow cytometry; active compounds read low. P32926. hit rate 0.48% among 310,000;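 active = binding more than 3 SD below its plate's average and above zero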;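 also: hits lower antibody fragment binding to DSG3; some compounds called inactive have numbers as strong as hits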
phage Ecoli inh – E. coli growth loss with phage present; growth absorbance; AID 651602; inhibition, % at 11.9 µM; hit rate 0.26% among 360,000; in the data active = inhibition above about 11%
MOR-DOR inv ag – inverse agonist of human OPRM1-OPRD1 heterodimerization; P35372+P41143; cell-based MOR-DOR heterodimer luminescence, inverse agonism; inhibition, % at 9.3 µM; hit rate 0.21% among 340,000; AID 504357; in the data active = inhibition above about 22%, passing the limit was not always enough;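 also: 0% = cells with DMSO and 100% = wells without cells with DMSO; values of inactives mirror those of a sister screen read the other way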
The depositor's hits bear a star; . = no result given.

SMILES	HTR5A ag ctr	Ecoli viability	HTR5A inv ctr	PKA-R1A activ	Mot1-301 SUMO	MOR-DOR ag	AddAB inh	PfHsp90 set2	DSG3 Ab inh	phage Ecoli inh	MOR-DOR inv ag
O=C(CC1Sc2ccccc2NC1=O)NNc1cc(Cl)ccc1Cl (configuration not stated)	2.6	.	-9.2	-2.4	.	-1.7	.	.	86.7	2.4	8.8
COc1ccc(Cn2c(SCC(=O)NCc3ccco3)nc3ccsc3c2=O)cc1	2.1	-0.8	-36.2	-3.9	-0.8	-2.9	0.0	-2.0	96.1	1.9	14.8
COC(=O)c1ccc(Cn2nc(C)c(Cl)c2C)o1	3.2	0.6	16.0	-6.6	-17.2	-1.4	0.4	-3.2	113.1	-0.3	8.0
CCOc1ccc(NC(=O)CN(C)C(=O)c2ccc(COc3ccccc3)cc2)cc1OCC	-2.0	-1.1	5.0	-10.0	-10.2	-4.2	1.5	10.2	105.0	-3.0	16.6
Cc1cccc(NC(=O)CCC(=O)OCC(=O)c2ccc(Oc3ccc([N+](=O)[O-])cc3)cc2)c1	1.5	-1.1	-3.6	-4.3	20.2	-0.4	1.5	-16.4	83.0	1.4	2.8
O=C(Nc1cc(Cl)ccc1Cl)c1cc(-c2ccco2)on1	-0.1	-3.7	-12.0	-5.0	-12.1	0.0	2.9	-29.4	110.2	0.8	-0.2
C=CCOCC(O)Cn1c(N2CCCC2)nc2c1c(=O)[nH]c(=O)n2C (configuration not stated)	0.1	-2.2	-1.4	-1.8	-6.6	-1.9	2.6	0.2	96.7	0.2	9.5
Cc1cc(NC(=O)CSc2cn(CC(=O)N(C(C)C)C(C)C)c3ccccc23)no1	5.7	-0.8	-3.5	4.0	16.0	-2.4	6.2	10.9	104.2	0.6	12.0
Cc1cccc(NC(=S)NCc2ccc(F)cc2)c1C	7.5	0.3	3.6	-5.9	-4.0	1.0	-0.7	-9.2	104.5	3.3	-5.2
COc1ccc(NC(=O)c2cc3c(=O)n4ccccc4nc3n2C)cc1OC	0.2	0.4	-0.6	-11.2	-1.3	-1.6	-1.2	.	116.2	1.8	7.9
O=C(Nc1cccc(F)c1)c1ccc(-c2ccccc2Cl)o1	6.6	-0.3	-38.8	1.5	-6.5	6.7	0.1	20.6	107.5	.	-38.5
CCN(C[C@H]1N[C@@](Cc2ccccc2)(C(=O)OC)[C@H]2C(=O)N(Cc3ccccc3)C(=O)[C@@H]12)C(C)=O	6.6	-0.9	-22.6	-0.8	.	-2.2	2.2	5.8	107.7	3.4	10.3
Cn1ncc(N2CCN(C(=O)c3ccc(Cl)cc3)CC2)c(Cl)c1=O	-4.0	0.8	10.8	2.3	2.3	-0.5	0.9	-56.6	78.0	0.8	2.6
COc1cccc(Nc2nc(Nc3ccc(Cl)c(C(=O)O)c3)nc(C)c2[N+](=O)[O-])c1	9.0	-0.7	-22.9	-2.8	-3.2	-4.5	-1.8	-14.3	101.5	0.9	18.1
CCn1nccc1C(=O)Nc1nccs1	0.8	-1.4	-9.9	-4.2	705.8*	-4.4	-2.0	17.3	108.4	2.4	22.0
Cc1nn(C)cc1NC(=O)Cn1nc(C(F)(F)F)cc1C1CC1	-0.1	-0.8	-0.7	-2.5	35.1	-1.2	-2.4	-1.6	99.2	0.3	5.9
COC(=O)c1c(N2C(=O)[C@H]3[C@@H](C2=O)[C@]2(C(=O)Nc4c(C)cc(C)cc42)N2CCC[C@@H]32)sc(C)c1C	-2.7	-1.5	7.4	-3.3	18.6	2.2	-0.3	-25.6	99.6	0.8	-12.2
O=C(O)CC1S/C(=N\N=C2\C(=O)Nc3ccccc32)N(c2ccc(O)cc2)C1=O (configuration not stated)	-4.4	0.4	16.9	7.2	4.0	-2.8	-0.1	-2.3	94.9	1.8	16.0
CCc1cc(=O)oc2cc(OCC=C(C)C)ccc12	6.3	0.7	-2.2	7.9	169.4	4.2	0.5	-4.5	94.2	-0.1	-21.2
Nc1cc(Nc2ccccc2)c2nonc2c1[N+](=O)[O-]	-0.1	0.1	0.6	-8.7	204.2	-2.4	-0.7	-28.2	108.3	1.0	11.5
COc1ccc(Nc2ccc(N3C(=O)CCCC3=O)cc2[N+](=O)[O-])c(OC)c1	1.7	0.7	-6.0	-18.8	10.1	-2.9	3.9	3.7	104.3	0.1	15.3
Cc1ccccc1C(=O)N1CCc2cc(-c3csc(NC(=O)CN4CCCC4)n3)ccc21	-0.7	-1.4	0.8	-5.5	19.7	1.1	-1.9	-4.9	96.5	1.2	-5.9
O=C(Nc1ccc(Oc2cccc3ccccc23)cc1)c1ccco1	2.8	2.1	-7.2	-19.2	40.7	-0.3	3.4	0.6	101.6	4.5	1.5
O=C(NCC1CCCN1S(=O)(=O)c1cccs1)C(=O)Nc1cccc(F)c1 (configuration not stated)	0.9	-2.6	-2.5	14.4	-7.6	-1.4	0.9	.	103.0	1.8	7.4
CN1CCN(/N=C/c2cccc(Cl)c2Cl)CC1	5.2	1.7	-14.6	-2.9	-3.8	1.7	3.3	16.6	105.5	2.5	-12.6
SMILES	HTR5A ag ctr	Ecoli viability	HTR5A inv ctr	PKA-R1A activ	Mot1-301 SUMO	MOR-DOR ag	AddAB inh	PfHsp90 set2	DSG3 Ab inh	phage Ecoli inh	MOR-DOR inv ag
CCOC(=O)CSc1nc2ccccc2c(=O)n1CCCCCC(=O)NCc1ccco1	-2.5	2.2	10.5	-4.9	-12.3	-2.3	-1.9	30.1	97.5	1.0	11.4
Cc1ccc(CN2C(=O)C[C@@H](NC(=O)OCC3c4ccccc4-c4ccccc43)C/C=C\C2c2ccc(C)cc2)cc1 (some centres not stated)	1.2	0.7	-4.7	-7.8	.	-2.4	-1.7	-36.7	100.0	-3.8	11.7
O=C(CN1C(=O)/C(=C2/SC(=S)N(CCS(=O)(=O)O)C2=O)c2ccccc21)Nc1cccc(Br)c1	-2.9	0.9	11.3	-0.5	0.1	4.7	1.8	-28.6	124.9	1.4	-22.7
O=c1cc(CN2CCN(C/C=C/c3ccccc3)CC2)c2cc(O)ccc2o1	-3.7	3.4	9.6	-9.9	38.5	1.1	1.9	.	.	4.7	-6.2
O=C(Cc1cccs1)Nc1nnc(-c2ccccc2)s1	1.7	-0.1	1.3	15.6	-5.8	0.8	2.8	5.3	92.4	5.0	-3.9
CCOC(=O)c1c(C)c(C(=O)N2CCN(C(=O)c3ccco3)CC2)c(C)n1C	5.9	0.0	20.6	10.1	6.4	-3.3	0.9	7.2	96.6	.	16.8
O=C(COc1cccc2c1CCNC2=O)Nc1ccc(F)cc1	-2.6	.	6.3	1.1	.	-3.5	.	.	101.7	4.6	18.3
CC(CCc1ccccc1)NC(=O)COC(=O)c1cccs1 (configuration not stated)	0.1	-1.7	-0.2	-10.8	-6.7	-2.4	0.8	-11.0	102.9	-0.3	12.2
O=C1C=C(NCc2ccc(Cl)cc2)CCC1	8.9	-1.4	-22.4	-0.3	-15.0	-2.4	1.1	1.3	96.0	5.9	12.6
CC(C)Oc1ccccc1C1NC(=O)CCC1[N+](=O)[O-] (configuration not stated)	1.0	-0.2	-4.0	-7.7	-14.8	-1.6	2.1	-19.6	102.4	3.5	9.1
Cc1cc(/C=N/O)c(C)n1-c1cccc(Cl)c1	-2.9	1.1	7.7	5.2	-5.5	0.0	-2.1	4.1	98.5	0.5	0.0
Cc1nc(=O)c(-c2ccccc2)c(C)n1-c1ccc(O)cc1	-3.6	-4.0	-7.1	-0.8	4.2	-0.5	-1.8	.	94.5	1.3	2.7
NS(=O)(=O)c1ccc(NC(=O)C2Cc3ccccc3C(=O)O2)cc1 (configuration not stated)	3.8	2.9	-9.2	-13.6	512.1	-1.7	-0.8	9.9	96.9	3.7	8.3
Cc1[nH]c2ccccc2c1C(=O)CSC(=S)N1CCOCC1	-1.5	-1.5	4.0	-10.4	-16.3	1.0	3.6	-22.2	.	3.5	-4.9
CCN(CC)N=Nc1[nH]nc2nc(C)cc(C)c12	4.0	86.9*	0.0	2.4	.	2.1	35.3*	109.9*	105.3	14.3*	-10.9
COc1cccc(NC(=O)Nc2cccc(C(=O)O)c2)c1	0.2	-1.5	-0.6	-4.2	-3.9	-2.4	0.5	-18.4	119.4	5.3	12.3
COC(=O)c1nnn(CC(=O)NC(=O)Nc2ccc(F)cc2)c1C(=O)OC	-4.3	3.4	11.4	-4.3	1.1	-1.2	2.0	-24.6	95.5	2.9	7.3
CNc1c(NS(=O)(=O)c2cc(OC)ccc2OC)c(=O)oc2ccccc12	5.6	0.8	-15.8	-3.7	27.3	-1.2	4.2	-4.1	102.4	1.1	6.6
Cn1ccnc1SCC(=O)c1c[nH]c2ccccc12	0.3	-2.6	-0.9	-2.4	-15.2	-3.6	2.4	-11.2	104.2	2.6	18.7
CCN(C(=O)CSc1nnnn1C)c1c(N)n(Cc2ccccc2)c(=O)[nH]c1=O	0.8	-2.7	-2.1	-11.3	276.9	-0.5	3.0	20.8	98.0	3.2	2.5
Cc1ccc(-c2csc3ncnc(SCC(=O)Nc4nnc(C)s4)c23)cc1	2.5	-0.1	-6.0	-8.5	4.4	1.6	1.3	.	103.5	-0.6	-7.5
CN(Cc1ccccc1)S(=O)(=O)c1ccc(Cl)nc1	5.3	1.3	-13.4	-13.1	-6.8	-2.1	0.8	3.9	65.4	4.3	11.9
O=C1C2CC=C(Cl)CC2C(=O)N1CCc1c[nH]c2ccccc12 (configuration not stated)	-3.4	0.2	-4.2	1.5	-13.7	0.2	-0.1	-16.8	93.6	-0.1	-1.4

Results in Ecoli viability, for some of the entries so far:
Molecule,Ecoli viability
O=C(Cc1cccs1)Nc1nnc(-c2ccccc2)s1,-0.1
O=c1cc(CN2CCN(C/C=C/c3ccccc3)CC2)c2cc(O)ccc2o1,3.4

Given comma-delimited: 4 of the compounds above
smiles,HTR5A ag ctr,Ecoli viability,HTR5A inv ctr,PKA-R1A activ,Mot1-301 SUMO,MOR-DOR ag,AddAB inh,PfHsp90 set2,DSG3 Ab inh,phage Ecoli inh,MOR-DOR inv ag
CCn1nccc1C(=O)Nc1nccs1,0.8,-1.4,-9.9,-4.2,705.8*,-4.4,-2.0,17.3,108.4,2.4,22.0
CC(CCc1ccccc1)NC(=O)COC(=O)c1cccs1 (configuration not stated),0.1,-1.7,-0.2,-10.8,-6.7,-2.4,0.8,-11.0,102.9,-0.3,12.2
C=CCOCC(O)Cn1c(N2CCCC2)nc2c1c(=O)[nH]c(=O)n2C (configuration not stated),0.1,-2.2,-1.4,-1.8,-6.6,-1.9,2.6,0.2,96.7,0.2,9.5
COC(=O)c1nnn(CC(=O)NC(=O)Nc2ccc(F)cc2)c1C(=O)OC,-4.3,3.4,11.4,-4.3,1.1,-1.2,2.0,-24.6,95.5,2.9,7.3
